M1AAP inhibition – malaria alanyl aminopeptidase activity blockers – biochemical, fluorogenic H-Leu-NHMec substrate, 1536-well (AID 1445) | recombinant M1AAP, H-Leu-NHMec fluorogenic kinetic assay; higher % means a stronger effect | inhibition, % at 30 µM; hits with a dose series show IC50 in µM | 220,000 compounds, 0.42% hits;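 active = primary inhibition above the hit cutoff, then over 50% inhibition at one or more dose response concentrations, cut at about 23% in these data, passing the limit was not always enough; inconclusive = conflicting primary data, or primary hits not chosen for dose response; inactive = low primary inhibition, or under 50% at every dose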;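 also: plate controls were DMSO full reaction for no effect and no enzyme background for full effect; strong numbers were not always called active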
LYP phosphatase – PTPN22 lymphoid phosphatase activity blockers – biochemical, fluorescence intensity, uHTS (AID 1779). recombinant LYP phosphatase, fluorescence intensity; higher % means a stronger effect. inhibition, % at 11.5 µM; hits with a dose series show IC50 in µM. 290,000 compounds, 0.054% hits;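 also: plate controls were vehicle with enzyme for no effect and no enzyme for full effect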
P. falciparum M17LAP – P. falciparum M17LAP inhibitors, primary screen, biochemical, fluorogenic H-Leu-NHMec substrate, 1536-well (AID 1619); recombinant M17LAP, H-Leu-NHMec fluorogenic kinetic assay; higher % means a stronger effect; one-dose inhibition, % at 30 µM; IC50 in µM for titrated hits; 220,000 compounds, 0.38% hits;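 active = compound inhibiting the enzyme by more than half at any dose during confirmatory dose-response retesting; inconclusive = strong single-dose inhibitors picked by rank but not retested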;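 also: plate controls were full reaction with DMSO carrier for no effect and no enzyme background for full effect; strong numbers were not always called active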
human PMI inhibitors – human PMI inhibitors, high substrate, primary screen, biochemical, fluorescence intensity, high mannose 6-phosphate (AID 1220) | recombinant PMI enzyme, coupled fluorescence intensity; higher % means a stronger effect | 190,000 compounds, 0.66% hits | inhibition, % at 20 µM, or IC50 in µM where a hit was titrated
XIAP displacement – small molecules displacing peptide from XIAP – biochemical, IAP family, fluorescence polarization (AID 1018); XIAP BIR domain, fluorescence polarization peptide displacement; higher % means a stronger effect; displacement, % at 20 µM; hits with a dose series show IC50 in µM; 200,000 compounds, 0.007% hits; in the data active = displacement above about 50%; also: a part of the inactive calls stands beside numbers as strong as those of hits
WT yeast gro inh – growth inhibition of WT yeast, mitochondrial fusion screen; mitochondrial fusion phenotypic screen, WT strain; AID 1362; 190,000 compounds, 2.1% hits; inhibition, % at 10 µM; in the data active = inhibition above about 58%; tested in S. cerevisiae
TNAP activation fold – human TNAP enzyme activators, primary screen, biochemical, luminescent, no phosphate acceptor, uHTS (AID 1001); activation fold at 20 µM; hits with a dose series show EC50 in µM; 200,000 compounds, 0.03% hits; purified TNAP, luminescent activation assay, no phosphate acceptor; higher activation fold means a stronger effect; in the data active = activation fold from about 3, or a potency from the dose series; inactive = the rest, 99 in 100 with activation fold below about 1.6; also: many of its hits are not listed in these tables
Yfh1-off respiration – mitochondrial function rescue without frataxin homolog – Friedreich's ataxia, plus single-dose screen, dose response (AID 1465); S. cerevisiae Yfh1-off respiration, WST-1 reduction, 72 h; higher fold induction means a stronger effect; fold induction at 50 µM; hits with a dose series show EC50 in µM; 220,000 compounds, 0.074% hits;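 active = fold induction of absorbance versus untreated yeast above a set limit, then at least 30% activation at any dose in follow-up; inconclusive = repeats straddling the limit, or above it without dose testing; inactive = fold induction below the set limit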;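 also: activators that raise dye reduction in frataxin-depleted yeast; strong numbers were not always called active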
human PMI inhibition – inhibitors of human PMI, primary screen, biochemical, fluorescence intensity, coupled assay (AID 1209); purified PMI enzyme, coupled fluorescence intensity; higher % means a stronger effect; one-dose inhibition, % at 20 µM; IC50 in µM for titrated hits; 190,000 compounds, 0.42% hits;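 also: plate controls were DMSO vehicle for no effect and wells lacking substrate for full effect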
WT yeast gro inh mutant strain – second read-out of WT yeast gro inh, no call of its own (marks repeat the call); inhibition, %; mitochondrial fusion phenotypic screen, mutant strain inhibition
Numbers without * were called inactive; i = inactive; ? = inconclusive; . = not tested or not shown. Rule as the data show it, unless noted: active = inhibition above about 50%; inactive = the rest.

compound,WT yeast gro inh mutant strain,P. falciparum M17LAP,human PMI inhibitors,WT yeast gro inh,M1AAP inhibition,XIAP displacement,Yfh1-off respiration,human PMI inhibition,LYP phosphatase,TNAP activation fold
O=S(=O)(c1ccc2c(c1)nc1n2CCC1)N1CCOCC1,2,-10%,4%,-7,1%,-7.8%,i,2%,-5%,1.1
Nc1nc(SCC(=O)N2CCOCC2)[nH]c(=O)c1-c1ccccc1,9,1%,6%,6,4%,-7.7%,i,4%,-1%,1
Cc1sc2ncnc(N[C@@H](Cc3c[nH]c4ccccc34)C(=O)O)c2c1C,-4,18%,-3%,25,9%,-0.9%,i,-4%,-2%,1
Cc1ccccc1NC(=O)NCCCN1CCN(c2ccccc2)CC1,-9,0%,0%,-4,-1%,-5.6%,i,2%,-5%,1.1
COc1ccc(OCC(=O)Nc2nonc2NC(=O)COc2ccc(OC)cc2)cc1,4,6%,10%,2,5%,-0.3%,i,11%,-3%,1.3
CCOC(=O)C1(Cc2ccccc2C)CCCN(C(=O)c2ccnn2C)C1 (stereo not given),-2,-2%,-9%,3,5%,-5.4%,i,-2%,-2%,1.1
CCCC(C)c1nnc(NC(=O)CS(=O)(=O)Cc2ccccc2)s1 (stereo not given),4,33%,13%,1,9%,0.6%,i,27%,-3%,1.1
Cc1ccc(C(=O)Nc2nnc(-c3ccc(C(C)(C)C)cc3)s2)cc1,5,-4%,9%,11,4%,-18%,i,10%,-5%,1.1
CCCNC(=O)Cn1nc([N+](=O)[O-])c([N+](=O)[O-])c1C,4,-3%,12%,-15,1%,-1.9%,i,13%,-10%,1.4
O=C(O)C(=O)/C(=C\c1cccc2ccccc12)c1ccc2ccccc2n1,25,3%,19%,30,10%,-10%,i,14%,3%,1
O=C1CCC(=O)N1CCCCCc1nc(-c2ccccc2)no1,23,3%,1%,21,-5%,-0.9%,i,2%,-4%,1.1
O=C(COC(=O)CCc1ccc(S(=O)(=O)N2CCOCC2)cc1)NCc1ccc(Cl)cc1,-3,-7%,8%,-14,-3%,-7.9%,i,9%,-9%,1.1
CCCn1c(=O)c(C(=O)Nc2c(C)n(C)n(-c3ccccc3)c2=O)c(O)c2ccccc21,.,.,-8%,.,.,-3.5%,.,-17%,-6%,1.1
O=C(CN1CCOc2ccccc21)N1CCCC1,12,4%,4%,13,2%,-1.1%,.,0%,-2%,1.1
CCOC(=O)C1(Cc2ccccc2Cl)CCN(S(C)(=O)=O)CC1,-7,-10%,10%,2,3%,-7.7%,i,16%,-6%,1.1
O=C(CS(=O)(=O)c1ccccc1)Nc1ccc(S(=O)(=O)Nc2ccccn2)cc1,16,4%,1%,-10,4%,-5.0%,i,5%,1%,1.1
CN1CCN(c2ccc(NC(=O)c3ccc(C#N)cc3F)cc2Cl)CC1,8,6%,-6%,4,1%,-5.5%,i,-8%,-5%,1
CCN(CC(=O)Nc1ccc2c(c1)OCCO2)Cc1cc(=O)oc2c(C)c(C)ccc12,-4,12%,-26%,11,6%,-3.7%,i,-29%,-5%,1.1
CC1(C)c2ccccc2N(CC(N)=O)C12C=Cc1ccccc1O2 (stereo not given),.,6%,.,.,0%,.,i,.,-6%,.
Cc1cccc(OCCCC(=O)Nc2ccc(S(=O)(=O)Nc3onc(C)c3C)cc2)c1,-18,-18%,-7%,-17,5%,-4.3%,i,-5%,5%,1.1
CCOC(=O)C1(CC2CC2)CCN(Cc2cn[nH]c2-c2cccc(F)c2)CC1,-10,-3%,0%,-10,-5%,-4.4%,i,-1%,-6%,1.1
O=C(NNC(=O)c1cc(-c2ccc(Cl)cc2Cl)nc2ccccc12)Nc1ccccc1,-8,6%,-2%,-13,7%,-4.2%,i,2%,-4%,1.1
COc1ccc(/C=C/c2nnc(NC(=O)CSc3ccc(C)cc3)s2)cc1,.,-13%,.,.,9%,.,i,.,3%,.
COc1ccc2c(c1)nc(SCC(=O)C(C)(C)C)n2C,18,9%,-6%,13,2%,-3.7%,i,-7%,6%,1.1
CCC(C(=O)OCC(=O)Nc1cccc(S(=O)(=O)NC2=NCCCCC2)c1)c1ccccc1 (stereo not given),-6,3%,2%,-10,9%,-5.8%,i,1%,-8%,1.1
S=c1[nH]ncn1/N=C/c1cccc(Oc2ccccc2)c1,69*,13%,15%,73*,-1%,-3.2%,i,18%,-6%,0.9
Cc1ccc(CN2CCN(/N=C/c3ccc(C(F)(F)F)cc3)CC2)c(C)c1,20*,-3%,9%,64*,8%,-3.0%,i,9%,-3%,1.1
COc1cccc(/C=C2\SC(=S)N(C(C(=O)O)c3ccccc3)C2=O)c1OC (stereo not given),.,17%,.,.,18%,.,i,.,3%,.
CCn1c(SCC(=O)Nc2cccc(C)n2)nnc1-c1ccco1,-5,5%,-1%,1,5%,-2.9%,i,3%,-10%,1.1
O=S1(=O)CCN(OCc2ccc(F)cc2Cl)CC1,3,7%,0%,-9,1%,-3.2%,i,1%,-2%,1.2
CCCCOC(=O)CCc1n[nH]c(=O)[nH]c1=O,-2,-10%,-3%,9,12%,1.0%,i,-18%,-13%,1.1
CC(C)OCCCN(CC(O)c1ccccc1)CC(O)c1ccccc1 (stereo not given),7,13%,-2%,-5,8%,-8.1%,i,-1%,-1%,1.1
COCCN1C(=O)CC(NNC(=O)c2ccc(S(=O)(=O)N3CCCC3)cc2)C1=O (stereo not given),10,-3%,1%,-6,3%,-0.7%,i,-11%,-7%,1.3
CCOc1ccc(CC(=O)NCc2ccc3c(c2)cc(C)n3C)cc1,-29,4%,0%,-6,16%,-2.9%,i,4%,-6%,1.1
COc1ccc(/C=N/NC(=O)c2ccc(N(C)S(=O)(=O)c3ccccc3)cc2)cc1,16,10%,0%,10,8%,-3.7%,i,11%,3%,1.1
O=c1c2sccc2n(Cc2cccc(F)c2)c(=O)n1-c1ccc(F)cc1,-8,-10%,2%,-4,4%,-3.4%,i,10%,-2%,1
Cc1cc2cc(CCNC(=O)c3cccc([N+](=O)[O-])c3)c(=O)[nH]c2cc1C,-3,0%,-2%,7,-1%,-7.9%,i,10%,-2%,1.1
O=C1NN(c2cccc(Br)c2)C(=O)/C1=C/c1ccc(-c2cc([N+](=O)[O-])ccc2O)o1,.,6%,.,.,15%,.,i,.,14%,.
CC(C)Oc1ccc(/C(O)=C2/C(=O)C(=O)N(CCN3CCOCC3)C2c2ccccc2)cc1 (stereo not given),-14,29%,-41%,-8,2%,-5.9%,i,-15%,2%,1.1
CC(=O)Nc1ccc(S(=O)(=O)Nc2nc3n(n2)C(c2ccccc2)CC(=O)N3)cc1 (stereo not given),-11,-4%,14%,-13,1%,-10%,i,16%,-6%,1.1
O=C(Nc1ccc(F)cc1)C1CCCO1 (stereo not given),3,5%,-11%,-10,3%,18%,i,-2%,-3%,1.1
CCCc1c(C)c2cc(C)ccc2[nH]c1=O,-13,7%,-6%,27,-1%,-1.5%,i,-1%,-12%,1.1
Cc1ccc(C(=O)NC(=S)NCC2CCCO2)cc1 (stereo not given),15,7%,2%,11,11%,-5.3%,i,-12%,-7%,0.9
CCOC(=O)c1c(C)n(CC(O)CN(C)C)c2cc(Br)c(OC)cc12 (stereo not given),16,1%,1%,0,2%,-0.7%,i,-1%,-9%,1.1
COc1ccc(-c2cnnc(N/N=C/c3ccc(O)c(O)c3)n2)cc1,-3,33%,-9%,8,7%,-2.2%,i,50%,-2%,0.4
COC(=O)c1cn(-c2ccccc2)c(C)c1C(=O)OC,-11,0%,-6%,-17,-3%,1.8%,i,-4%,-7%,1.1
O=C(O)CCCn1cc(NC(=O)COc2ccccc2[N+](=O)[O-])cn1,-2,2%,-1%,9,4%,-4.0%,i,-2%,-5%,1
COc1ccc(N=C2SC(C(N)=O)CC(=O)N2CCc2ccc(OC)c(OC)c2)cc1 (stereo not given),16,6%,-1%,18,18%,-0.2%,i,-6%,-4%,0.9
COc1ccc(S(=O)(=O)c2c(N)n(Cc3ccco3)c3nc4ccccc4nc23)cc1,13,-21%,1%,1,?,0.6%,i,-21%,-4%,1.1
Nc1nc(-c2ccc(C(=O)O)cc2)cs1,-2,-2%,-7%,1,1%,-2.4%,i,-15%,-4%,1.1

Next results.
compound,WT yeast gro inh mutant strain,P. falciparum M17LAP,human PMI inhibitors,WT yeast gro inh,M1AAP inhibition,XIAP displacement,Yfh1-off respiration,human PMI inhibition,LYP phosphatase,TNAP activation fold
Cn1c(=O)n(Cc2ccc(Cl)cc2)c(=O)c2c1nc1n2CCN1Cc1ccco1,11,11%,7%,10,3%,-3.9%,i,13%,-3%,1.1
Cc1cc(C)cc(-n2c(C)cc(/C=C3\C(=N)N4N=C(CC(C)C)SC4=NC3=O)c2C)c1,-10,7%,3%,-2,-2%,-2.3%,i,16%,-6%,1.1
COCc1c(Br)c(C)nc(OCC(=O)N/N=C/c2ccc(C)o2)c1C#N,-2,1%,-10%,-8,2%,-2.8%,i,-1%,-2%,1.1
CCCCn1c(-c2csc3c2CCCC3)n[nH]c1=S,-50,1%,4%,20,-1%,-2.8%,i,8%,-9%,0.8
Cc1ccsc1/C=N/NC(=O)c1cc(-c2ccncc2)nc2ccccc12,18,6%,-9%,-7,12%,-9.5%,i,-1%,5%,1
O=C(NC1CC1)C1CCN(C2CCN(C(=O)/C=C/c3ccc(F)cc3)CC2)CC1,3,-1%,-12%,6,2%,-2.6%,i,2%,-3%,1.1
O=C(CCn1nnc(-c2cccs2)n1)N1CCc2ccccc2C1,14,-1%,-3%,2,7%,-1.7%,i,2%,-8%,1.1

Looked up by compound from the entries so far:
compound,WT yeast gro inh mutant strain,P. falciparum M17LAP,human PMI inhibitors,WT yeast gro inh,M1AAP inhibition,XIAP displacement,Yfh1-off respiration,human PMI inhibition,LYP phosphatase,TNAP activation fold
CCCc1c(C)c2cc(C)ccc2[nH]c1=O,-13,7%,-6%,27,-1%,-1.5%,i,-1%,-12%,1.1
CCCCOC(=O)CCc1n[nH]c(=O)[nH]c1=O,-2,-10%,-3%,9,12%,1.0%,i,-18%,-13%,1.1

Bioassay records as filed in PubChem BioAssay.
